# A3A deaminase – inhibitors of human APOBEC3A DNA deaminase; AID 493011; inhibition, % at 20 µM; recombinant A3A, FAM/TAMRA ssDNA deamination fluorescence; P31941; 0.41% of 330,000 active;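 active = at least 40% inhibition at 20 µM here, with at most 30% in a related deaminase screen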;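 note: plate controls were A3A with DMSO for no effect and wells lacking A3A enzyme for full effect; some results filed as inactive read as strong as hits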
# Target sequence (P31941 whole entry, looked up): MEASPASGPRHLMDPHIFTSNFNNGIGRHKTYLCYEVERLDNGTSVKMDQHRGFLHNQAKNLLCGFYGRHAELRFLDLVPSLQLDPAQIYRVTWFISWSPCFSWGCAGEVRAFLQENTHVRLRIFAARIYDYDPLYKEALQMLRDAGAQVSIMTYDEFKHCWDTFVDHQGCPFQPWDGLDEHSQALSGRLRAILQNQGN
# CXCR6 block – CXCR6 (human) receptor inhibition; O00574; CHO-K1 PathHunter CXCR6 beta-arrestin, luminescence; inhibition, % at 20 µM; 0.36% of 360,000 active; in the data active = inhibition above about 34%, passing the limit was not always enough;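 note: antagonist mode with CXCL16 agonist at 10 nM final; 0% = 10 nM CXCL16 with DMSO and 100% = unstimulated wells without agonist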
# MPTP inh – permeability transition pore inhibition; isolated mouse mitochondria, Ca2+ swelling absorbance, 30 min; inhibition, % at 10 µM; 1.4% of 360,000 active; AID 602449;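 active = inhibition of 50% or more, scaled per plate between neutral and stimulator controls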;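 note: 0% = DMSO wells given calcium and 100% = 1 mM EGTA wells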
# NR3A LBD binder – modulators (binders) of human NR3A ligand-binding domain. AID 1259313. Tm shift relative to glycine control, % at 25 µM. NR3A LBD differential scanning fluorimetry, Tm shift; 0% = protein alone, 100% = glycine-bound protein. 2.5% of 340,000 active;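 active = melting temperature shift of at least 10% of the positive control shift, at one fixed dose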
# Gli-Sufu antag – Gli-Sufu pathway antagonism; Sufu-KO-LIGHT fibroblasts, Gli luciferase reporter luminescence; inhibition, % at 5 µM; 0.74% of 340,000 active;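 active = inhibition above about 55%, limit read from the data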;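 note: 0% = DMSO-treated cells and 100% = wells with medium but no cells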
# EBI2 antag – EBI2 (human) antagonism. P32249. inhibition, % at 5 µM. EBI2 beta-arrestin recruitment, luminescence, 7a,25-OHC stimulated. 0.81% of 360,000 active; in the data active = inhibition above about 38%;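 note: enzyme fragment complementation signal reports receptor beta-arrestin coupling in cells; 0% = agonist plus DMSO wells and 100% = wells without agonist; some results beyond the cut were filed as inactive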
# Target sequence (P32249 whole entry, looked up, the tested form may be a part): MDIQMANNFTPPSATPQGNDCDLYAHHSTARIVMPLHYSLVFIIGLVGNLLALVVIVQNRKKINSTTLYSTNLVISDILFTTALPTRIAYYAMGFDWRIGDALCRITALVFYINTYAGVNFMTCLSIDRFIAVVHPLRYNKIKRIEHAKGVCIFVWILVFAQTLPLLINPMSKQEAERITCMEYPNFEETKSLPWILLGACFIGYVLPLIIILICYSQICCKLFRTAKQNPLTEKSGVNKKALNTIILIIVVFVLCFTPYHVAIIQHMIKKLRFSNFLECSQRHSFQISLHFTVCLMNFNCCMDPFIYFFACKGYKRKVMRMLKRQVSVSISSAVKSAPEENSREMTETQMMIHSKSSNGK
# A3G deaminase – inhibitors of human APOBEC3G DNA deaminase | Q9HC16 | recombinant A3G, ssDNA deamination FAM/TAMRA fluorescence | inhibition, % at 20 µM | 0.28% of 330,000 active;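 active = inhibition of at least 40% at 20 µM, with no more than 30% in the related APOBEC3A deaminase screen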;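 note: plate controls were DMSO wells with A3G for no effect and wells lacking A3G enzyme for full effect; some compounds called inactive have numbers as strong as hits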
# Target sequence (Q9HC16 whole entry, looked up): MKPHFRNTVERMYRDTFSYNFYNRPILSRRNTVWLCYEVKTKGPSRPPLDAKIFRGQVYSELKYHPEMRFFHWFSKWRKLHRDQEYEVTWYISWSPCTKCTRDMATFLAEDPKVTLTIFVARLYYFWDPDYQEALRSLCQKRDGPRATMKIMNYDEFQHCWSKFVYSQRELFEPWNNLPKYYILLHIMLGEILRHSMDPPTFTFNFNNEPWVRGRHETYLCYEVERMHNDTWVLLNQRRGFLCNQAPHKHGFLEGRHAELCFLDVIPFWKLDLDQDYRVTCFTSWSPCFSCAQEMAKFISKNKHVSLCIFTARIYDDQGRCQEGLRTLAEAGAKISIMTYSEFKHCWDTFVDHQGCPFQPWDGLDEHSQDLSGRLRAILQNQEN
# CCR6 antagonist – CCR6 (human) receptor antagonism. P51684. inhibition, % at 20 µM. AID 493098. 0.49% of 340,000 active. CHO-K1 CCR6 PathHunter beta-arrestin, luminescence, CCL20-stimulated;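 active = compounds whose inhibition of the agonist-driven luminescence signal at 20 µM reaches about 50%, limit read from the data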;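 note: cells stimulated with CCL20 at 14 nM final; plate controls were DMSO with CCL20 for no effect and DMSO without agonist for full effect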
# * marks the source's active call; other numbers are inactive results; nt = no result given. No enrichment for hits (roughly 5.8% active in at least one column).
entry	smiles	A3A deaminase	CXCR6 block	MPTP inh	NR3A LBD binder	Gli-Sufu antag	EBI2 antag	A3G deaminase	CCR6 antagonist
1	Cc1ccc(S(=O)(=O)N(C(=O)c2ccncc2)c2ccc3oc4c(c3c2)CCCC4)cc1[N+](=O)[O-]	-3	10	1.9	-3	11	2	-5	6
2	CC(C)OC(=O)c1cccc(-c2ccc(C=O)o2)c1	3	0	-2.6	-1	-6	-8	10	-2
3	CN1C(=O)N(CC(=O)N2CCN(c3ccccc3F)CC2)C(=O)C12CCCCC2	3	-11	-0.7	0	-3	21	-4	12
4	Cc1cc(Cl)nc(NC(=O)Nc2cccc(Cl)c2)n1	-3	4	0.7	-1	4	6	-12	16
5	CCSc1nc(-c2ccccc2)c2cc(Cl)ccc2n1	-3	8	5.0	0	-2	-3	-7	26
6	Cn1cnnc1SC1CCCCC1NS(=O)(=O)c1ccc(Cl)cc1 (centres undefined)	-3	3	2.4	2	3	-2	-7	-3
7	CCO[C@@H]1OC(C(=O)NCc2ccccc2)=C[C@H](C(C)(C)C)[C@H]1CCCO	0	13	-1.8	2	7	-5	-10	4
8	Cc1ccccc1C(=O)N1CCN(CCNC(=O)C(=O)Nc2ccc(Br)cc2)CC1	-6	10	-0.4	-2	15	14	-7	0
9	O=C(Nc1cc(C(F)(F)F)ccc1N1CCCC1)C1=COCCO1	-2	1	-1.7	4	5	2	-2	1
10	O=C(Nc1ccccc1N1CCOCC1)c1ccc(N2CCOCC2)c([N+](=O)[O-])c1	-1	4	0.3	-1	17	7	-3	9
11	S=C(Nc1ccc(Cl)c(Cl)c1)NC1CCN(Cc2ccccc2)CC1	3	-7	48	7	13	28	-4	7
12	COc1cc(C(=O)NNC(=S)NCc2ccco2)cc(OC)c1OC	-3	2	-1.0	-2	1	-6	-14	4
13	CSCc1ccc(C(=O)N2CCC(N3CCC(C(=O)NC(C)C)CC3)CC2)o1	1	-2	0.4	-1	8	2	-3	1
14	CCc1ccccc1NC(=O)CSc1nnc(-c2ccco2)n1N	3	10	0.7	1	6	-7	0	-12
15	COc1ccc(-c2cc(C(=O)O)sc2C)cc1	3	1	6.9	-1	2	7	3	2
16	COc1ccccc1/C=C(\C#N)C(=O)Nc1ccc(S(N)(=O)=O)cc1	-1	0	-1.1	1	4	5	-4	3
17	Cc1cc([N+](=O)[O-])cc2c1NC(c1ccccn1)C1CC=CC21 (centres undefined)	0	-10	3.3	1	18	-1	-2	10
18	CN1C(=O)C2(c3ccccc31)c1c(oc3ccccc3c1=O)C(=O)N2CCCO (centres undefined)	4	9	0.7	2	2	3	-1	6
19	Cn1ncc(Cl)c1C(=O)Nc1ccc(CN2CCCCC2)cc1	-3	-7	2.0	1	10	-5	0	6
20	Cc1cccc(NC(=O)c2sc3nc(N4CCOCC4)c4c(c3c2N)CCCC4)c1	-6	3	-1.1	0	-69	15	6	14
21	COc1cc(COc2ccc(-c3nnco3)cc2)ccc1OC(F)F	-3	2	-1.0	-1	3	9	-11	24
22	CCOc1ccc(NC(=O)CCC(=O)NNC(=O)c2ccc(Br)o2)cc1	-1	5	-1.3	3	-6	-3	3	-3
23	CCOc1ccc(C(=O)OCC(=O)N2CC(C)OC(C)C2)cc1OCC (centres undefined)	1	-2	-2.3	-3	16	1	-3	-1
24	CCCc1cc(C(=O)Nc2sc3c(c2C(=O)OCC)CCCC3)no1	1	-3	14	-1	10	7	-3	-2
25	O=C(NNC(=O)c1nn(-c2ccc(F)cc2)ccc1=O)c1ccc(C(F)(F)F)cc1	-3	0	1.1	-1	8	-8	-5	10
26	COc1ccc(CN2CC[C@H]3C=CC[C@@H](C(=O)NCCc4ccccc4)[C@H]3C2=O)cc1OC	-3	-1	-0.1	0	-12	-3	-6	12
27	O=C(O)c1ccccc1-c1ccccc1C(=O)Nc1ccc(F)cc1	-2	1	-0.2	2	28	-3	-10	-5
28	O=C(Cc1ccccc1)Nc1c2c(nn1-c1cccc(Cl)c1)CS(=O)(=O)C2	1	7	-2.4	-1	-1	7	-5	-18
29	O=C(CSc1nnc(Cc2cc(=O)[nH]c(=O)[nH]2)n1-c1ccc(F)cc1)NC1CCCC1	-2	-1	-0.3	3	5	-11	1	2
30	Cc1c(C)c(C)c(CN2CCCC2)c(C)c1C	-4	6	5.2	0	22	6	-6	8
31	Cn1c(=O)c2c(SCC(=O)N3CCOCC3)nc(-c3ccccc3F)nc2n(C)c1=O	-3	18	2.1	2	5	-10	-8	9
32	Cc1ccc(Cl)cc1N1CCN(C(=S)NCCc2ccccc2)CC1	-3	2	1.5	-7	18	7	-1	6
33	CCc1ccc(N(CC(=O)NC(C)C)C(=O)CCC(=O)Nc2nccs2)cc1	-5	5	-1.5	-2	22	-7	-2	7
34	O=C(OCCN1C(=O)c2ccccc2C1=O)C1CC(O)CN1S(=O)(=O)c1ccc(Cl)cc1 (centres undefined)	-3	-1	-2.1	1	-7	-5	-9	-6
35	CCOC(=O)CN1N=C(c2ccc(C)cc2)CCC1=O	-3	-2	0.2	0	5	-17	-2	1
36	CCOC(=O)Cn1c(C)cc(=O)c2cccc(C)c21	-1	4	0.0	0	-2	-1	-3	-7
37	Cc1cc(Br)ccc1OCC(=O)N(Cc1nc(-c2ccccc2)no1)C(C)C	-3	2	-0.8	-5	0	16	-6	14
38	Cc1ccc(Cl)cc1-n1c(=O)cc(N2CCN(C(=O)c3ccco3)CC2)[nH]c1=O	2	-4	-1.5	-1	-24	-10	3	1
39	O=C(O)[C@H]1Cc2ccccc2CN1S(=O)(=O)c1ccc(F)cc1	0	3	1.0	0	1	-5	-2	-8
40	Cn1c(-c2ccccc2)c[n+]2c1-c1ccccc1C2	0	11	0.2	1	27	-4	-2	13
41	Cc1cc(C)c(C)c(OCC(O)CN2CCN(c3ccccn3)CC2)c1 (centres undefined)	0	1	-0.8	-6	11	-10	10	8
42	Cc1[nH]c2ccccc2c1[C@H]1[C@@H](CC#N)C1(C)C	2	-3	-2.6	-2	51	13	0	11
43	Cc1ccc2[nH]c(C(=O)O)c(NC(=O)[C@@H]3C[C@@H]3c3ccccc3)c2c1	1	5	0.0	-1	3	7	-4	0
44	Cc1cc(/C=N/n2cnnc2)c(C)n1-c1ccc(OCc2ccc(F)cc2)cc1	-6	-11	99*	0	74*	37	-5	12
45	COc1ccccc1/C=N/NC(=O)CNC(=O)c1ccc(S(=O)(=O)N2CCCC2)cc1	-4	3	-0.7	-13	-13	-2	-9	17
46	CCOc1ccc(N(CC(=O)NCc2ccc(F)cc2)C(=O)c2ccco2)cc1	-4	5	-1.2	0	-1	5	-10	-3
47	S=c1c2[nH]cnc2ncn1CCSc1ncnc2nc[nH]c12	nt	27	-0.1	0	2	-4	nt	28
48	COC(=O)c1ccc(COC(=O)c2cnc(Cl)c(Cl)c2)cc1	-2	8	-0.6	4	-10	5	-2	17

# Random excerpt: 2 entries already listed
entry	smiles	A3A deaminase	CXCR6 block	MPTP inh	NR3A LBD binder	Gli-Sufu antag	EBI2 antag	A3G deaminase	CCR6 antagonist
32	Cc1ccc(Cl)cc1N1CCN(C(=S)NCCc2ccccc2)CC1	-3	2	1.5	-7	18	7	-1	6
26	COc1ccc(CN2CC[C@H]3C=CC[C@@H](C(=O)NCCc4ccccc4)[C@H]3C2=O)cc1OC	-3	-1	-0.1	0	-12	-3	-6	12

# Later entries
entry	smiles	A3A deaminase	CXCR6 block	MPTP inh	NR3A LBD binder	Gli-Sufu antag	EBI2 antag	A3G deaminase	CCR6 antagonist
49	CC(=O)NC(Cc1ccccc1F)C(=O)NC1CCN(C(=O)c2cnccn2)CC1 (centres undefined)	-1	2	-1.3	-2	0	-9	-3	-13
50	COc1cc(NC(=O)Cn2cnc3c(NCc4ccccc4)ncnc32)cc(OC)c1OC	5	2	-1.0	1	4	-4	5	1
51	CCN(CC)C(=O)c1cccc(NC(=O)c2ccc3c(=O)n4c(nc3c2)CCC4)c1	-1	3	-0.8	0	-6	-4	-7	11
52	CCC(=O)c1cn([C@@H](CCC(OC)OC)CC(=O)OC(C)(C)C)cc1CC	-4	5	0.9	-2	3	3	-5	5
53	Cc1cc(NC(=O)COc2cccc([N+](=O)[O-])c2)no1	-6	6	-0.7	2	4	5	0	15
54	COC(=O)CCCn1c(C)cc(C(=O)CCl)c1C	8	-5	-0.4	-3	3	0	-6	-4
55	Cc1ccc(OCC(=O)NCCc2c[nH]c3ccccc23)cc1	6	-7	-3.0	-5	-6	22	-3	-3
56	CCC(C)(C)NC(=O)CN(C(=O)C(=O)Nc1ccc2c(c1)OCCO2)C1CC1	3	-2	0.3	1	24	8	3	7
57	CC1(C)Cc2c(sc3ncnc(N)c23)CO1	2	-6	2.5	5	-2	-8	2	-3
58	CC(C)=CCN1CCN(Cc2cn[nH]c2C2CCCCC2)CC1CCO (centres undefined)	1	nt	nt	-1	19	nt	0	6
59	COc1ccc(-c2cn[nH]c2-c2ccc(OC)cc2)cc1	-1	1	0.3	0	-10	11	-5	5
60	CC1CCC(NC(=O)CN2CCCN(Cc3ccc(F)cc3Cl)C2=O)CC1 (centres undefined)	1	13	-0.8	5	-2	-6	0	12
61	O=C(NN1C(=O)NC2(CCCCC2)C1=O)c1cc2ccccc2o1	2	-3	-0.7	-1	-14	4	-4	-9
62	Cc1cc(C)c2c(-c3ccc(F)cc3)c(C#N)c(=O)n(C)c2n1	-5	6	0.7	-2	-13	5	54*	6
63	O=C(Nc1ccc(Cl)c(C(F)(F)F)c1)c1ccco1	-3	-10	81*	-4	-8	7	1	-3
64	O=[N+]([O-])c1c(C(Cl)Cl)nn(-c2ccccc2)c1N1CCCC1	-3	-4	0.1	0	3	14	-4	9
65	Cc1ccc(Nc2nnc(SCC(=O)NC3CC3)s2)cc1	-5	-4	0.2	2	0	-4	-8	3
66	COc1ccccc1C(=O)NCC(C)(C)CN=C1NS(=O)(=O)c2ccccc21	-3	3	-1.9	1	7	5	-5	16
67	CCn1c(CCNC(=O)c2cccs2)nnc1SCC(=O)c1ccc(OC)cc1	-7	7	-1.8	2	0	-3	29	1
68	CC1CN(C(=O)/C=C/c2ccc3c(c2)OCO3)CC(C)O1 (centres undefined)	-1	4	-0.8	0	-9	10	-6	-2
69	Cc1ccc(-n2c(C)cc(C(=O)COc3c(CO)cc(F)cc3CO)c2C)cc1C	1	-17	16	7	8	2	-3	11
70	Cc1c(C=O)c2ccccn2c1C(=O)c1ccc(Cl)c([N+](=O)[O-])c1	-9	0	1.6	1	2	32	-7	-29
71	CCC(C)[C@H](NC(=O)Nc1cccc(OC)c1)C(=O)OC (some centres undefined)	2	-4	-1.2	-2	1	10	-2	-7
72	Cc1nn(C)c(Oc2cccc(Cl)c2)c1C=O	-4	1	-0.2	-1	-9	-1	-5	5
73	CN(C(=O)c1cc(-n2cnnc2)ccc1Cl)c1ccccc1	-3	0	-1.2	-3	-12	-27	-8	14
74	CCN(C(=O)COC(=O)c1ccccc1SCC(=O)NC1CCCCCCC1)C1CCS(=O)(=O)C1 (centres undefined)	-4	-6	2.3	-2	-2	-31	-8	-4
75	O=C(c1cc(-c2ccc(Cl)cc2)n[nH]1)N1CCN(C(=O)c2ccco2)CC1	1	-7	1.2	-1	-7	42*	19	-5
76	O=Cc1ccccc1OCCOc1ccccc1C=O	1	5	2.9	6	-1	-4	-1	-2
77	O=C(COC(=O)c1ccc([N+](=O)[O-])s1)Nc1ccc(F)cc1	-1	-12	0.9	0	5	-11	1	8
78	CCCCC(=O)Nc1ccc(N2CCN(c3ccc(F)cc3)CC2)cc1	0	-5	2.0	1	6	-5	-4	14
79	Cc1cc(/C=N/NC(=O)c2cccc(N(C)C)c2)c(C)n1-c1cc(C(=O)O)cc(C(=O)O)c1	66*	-11	-2.4	-1	-3	1	25	8
80	Cc1ccc(Cl)cc1C1=CC(=O)C[C@H](c2ccc(F)cc2)C1	-2	4	0.7	2	0	15	-4	21
81	O=C(NC1CC2CCCC(C1)N2Cc1cccs1)N1CCOCC1 (centres undefined)	0	5	-2.4	-1	5	-12	1	11

# From PubChem BioAssay
